14-3-3g Raf: modulators of 14-3-3 gamma protein binding, primary screen, biochemical, fluorescence polarization. 14-3-3 protein gamma (Homo sapiens), P61981. FP, 14-3-3gamma / TMR-pS259-Raf peptide binding. inhibition, % at 40 µM. actives 0.19% (n = 160,000); in the data active = inhibition above about 30%;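 also: 0% = protein plus tracer without compound and 100% = blank with tracer alone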
Target sequence (P61981 whole entry, looked up): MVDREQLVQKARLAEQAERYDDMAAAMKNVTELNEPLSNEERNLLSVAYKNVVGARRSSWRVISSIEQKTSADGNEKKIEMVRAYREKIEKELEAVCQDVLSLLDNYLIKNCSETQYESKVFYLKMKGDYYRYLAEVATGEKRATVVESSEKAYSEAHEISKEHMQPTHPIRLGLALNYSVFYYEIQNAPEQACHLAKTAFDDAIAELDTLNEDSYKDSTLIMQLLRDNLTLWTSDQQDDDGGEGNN
* hit, by the source's call; & = joins results of further samples. Some of the compounds tested; count on the stated rates, not on these rows.

SMILES	14-3-3g Raf
Cc1cc(NS(=O)(=O)c2ccc(NC(=O)COc3c(C)ccc(C)c3C)cc2)nc(C)n1	5
O=C(O)CCSCc1ccccc1F	-7
CCCOc1ccc(C(=O)N2CCN(c3ccc(NC(=O)CC)cc3Cl)CC2)cc1	-2
CC1=C(C(=O)Nc2ccc(Cl)cc2)C(c2ccccc2Cl)n2c(nc3ccccc32)N1 (stereo unspecified)	10
O=C(c1ccco1)N1CCN(CC2CC3C=CC2C3)CC1 (stereo unspecified)	2
COc1ccc(-c2n[nH]c3c2C(c2ccc(OC)cc2)N(c2ccccc2)C3=O)cc1 (stereo unspecified)	-4
Cc1ccnc(N(C(=O)c2cccs2)C(=O)c2cccs2)c1	-13
O=C(CCn1c(=O)c2ccccc2n(Cc2cc(=O)n3ccccc3n2)c1=O)NCc1ccc2c(c1)OCO2	-23
Cc1ccccc1C(=O)Nc1nnc(Cc2ccccc2F)s1	0
O=C(N1CCN(CCO)CC1)N1c2ccccc2CCc2ccccc21	-2
CC(C)c1cc(C(=O)NCc2ccco2)no1	-7
COc1ccc(C2NC(=O)NC(C)=C2C(C)=O)cc1 (stereo unspecified)	-6
O=C(Nc1cnc2ccccn2c1=O)c1ccc(F)cc1	0
Cc1ccccc1-c1nc(CS(=O)(=O)CC(=O)N(C)C2CCCCC2)c(C)o1	-1
CCOC(=O)C1CCCN(c2c(NCc3ccco3)c(=O)c2=O)C1 (stereo unspecified)	-5
CC1=C(C(=O)OC2CCCC2)C(c2ccc3c(c2)OCO3)C2=C(CC(c3ccccc3)CC2=O)N1 (stereo unspecified)	-5
O=C(Nc1ccc(Cl)cc1)c1cc2c(=O)n3ccccc3nc2s1	-7
C#C[C@]1(O)CC[C@H]2[C@@H]3CCC4=Cc5oncc5CC4(C)[C@H]3CCC21C (stereo partly specified)	-7
O=C1CC(N2CCN(c3ccccc3)CC2)C(=O)N1c1ccc(F)cc1 (stereo unspecified)	-2
CCc1ccc(C(=O)NCC2COc3ccccc3O2)o1 (stereo unspecified)	-7

Reprinted from the part before: 3 compounds, then new ones.
SMILES	14-3-3g Raf
C#C[C@]1(O)CC[C@H]2[C@@H]3CCC4=Cc5oncc5CC4(C)[C@H]3CCC21C (stereo partly specified)	-7
O=C1CC(N2CCN(c3ccccc3)CC2)C(=O)N1c1ccc(F)cc1 (stereo unspecified)	-2
CCc1ccc(C(=O)NCC2COc3ccccc3O2)o1 (stereo unspecified)	-7
Cc1cccc(Nc2ccc3nonc3c2[N+](=O)[O-])c1C	2
CCc1ccc2nc(N3CCC(C(=O)N4CCCC4)CC3)sc2c1	3
CCOC(=O)Nc1ccccc1N1C(=O)c2ccccc2C1=O	-7
O=C1c2ccccc2C(=O)N1CC(O)Cn1c2ccc(Cl)cc2c2cc(Cl)ccc21 (stereo unspecified)	-12
N#Cc1c(N=Cc2cccc3ccccc23)sc2c1CCCC2	-2
Cc1nc2ccc(N)cc2c(=O)n1Cc1ccc(Cl)cc1	2
COc1ccc(OC)c(NC(=O)CN(C)S(=O)(=O)c2cccs2)c1	-2
COC(=O)c1ccc(OCCN2C3=NCCN3c3ccccc32)cc1	-6
COCn1c(-c2cccc(Br)c2)nc2ccccc21	-3
Cc1cc(CC(C)C)n(-c2nc3ccccc3c(=O)n2OCC(N)=O)n1	4
O=C1CN(C(=O)c2ccc(S(=O)(=O)N3CCOCC3)cc2)C(c2ccccc2)c2cc(Br)ccc2N1 (stereo unspecified)	1
COc1cccc2cc(C(=O)Nc3nc(-c4ccccc4)cs3)c(=O)oc12	3
Cc1cc(S(=O)(=O)N(C)CCc2ccccc2)ccc1-n1cnnn1	7
CCOC(=O)c1c(C)oc2cc(Br)c(OCc3ccc(C(=O)OC)cc3)cc12	-3
Cc1cc(C)c(C#N)c(SCC(=O)Nc2cccc3ccccc23)n1	0
Cn1c(SCC(=O)N2CCOCC2)nnc1-c1ccc(NC(=O)c2ccccc2F)cc1	-4
Cc1cc(=O)n2nc(N3CCC(C(=O)N4CCN(Cc5ccccc5)CC4)CC3)sc2n1	-15
CCOC(=O)c1c(NC(=O)C2c3ccccc3Oc3ccccc32)sc(C(N)=O)c1C	-6
CCOc1cc(-c2ccccc2)nc(N)n1	-3
COc1ccc(N2CCN(C(=O)c3ccc(S(=O)(=O)Cc4ccc(C)cc4)c([N+](=O)[O-])c3)CC2)cc1	5

Continued, starting with the last two of the part before.
SMILES	14-3-3g Raf
CCOc1cc(-c2ccccc2)nc(N)n1	-3
COc1ccc(N2CCN(C(=O)c3ccc(S(=O)(=O)Cc4ccc(C)cc4)c([N+](=O)[O-])c3)CC2)cc1	5
O=C(NCc1ccccc1)c1cc(-c2ccccn2)nc2ccccc12	8
CC1CCCCC1NC(=O)c1cccc(N2C(=O)C3C4C=CC(C4)C3C2=O)c1 (stereo unspecified)	-11
CCc1nc(SCC(=O)Nc2nc(-c3ccccc3)cs2)n[nH]1	-43
CC1(C)C(C=C(Cl)Cl)C1C(=O)NC1CCCCCC1 (stereo unspecified)	-7
O=C(NC1CCN(Cc2ccccc2)CC1)C1CCC(CNS(=O)(=O)c2ccc(Br)s2)CC1 (stereo unspecified)	-2
COC(=O)c1ccc(C2Nc3c(Cl)cccc3C3C=CCC32)cc1 (stereo unspecified)	-112
O=C(Nc1c2c(nn1-c1ccc(F)cc1)CSC2)c1ccccc1[N+](=O)[O-]	-9
CCOC(=O)C1=C(C)Nc2nnnn2C1c1cccc(Br)c1 (stereo unspecified)	3
O=C(CN1C(=O)c2cccc3cccc1c23)NCC1CCCO1 (stereo unspecified)	-16
Nc1nc(-c2ccc(C(=O)O)cc2)cs1	-5
CCCCOC(=O)C1=C(C)NC(=O)NC1c1cc(OC)ccc1OC (stereo unspecified)	-3
CCOC(=O)c1ccc(-n2c(N)c(C(=O)Nc3c(C)cccc3C)sc2=S)cc1	-8
COc1ccc(C2C(C(=O)N3CCN(c4ccc(OC)cc4)CC3)c3ccccc3C(=O)N2C2CCCCC2)cc1 (stereo unspecified)	2
O=C(O)CC(c1ccccc1)(c1ccccc1)c1ccccc1	-9
CC1CN(c2ccc([N+](=O)[O-])cc2)CCN1S(=O)(=O)c1cccc2nsnc12 (stereo unspecified)	-16
CC1=C(C(=O)OC(C)C)C(c2ccccc2Br)CC(=O)N1 (stereo unspecified)	-1
CC1(C)CC(=O)N(CC(=O)NCc2ccccc2)c2ccccc2S1(=O)=O	0
COc1ccc(CNc2ncnc3nc[nH]c23)cc1	-11
O=C(CSc1nc(-c2ccccc2)cn1-c1ccc(Cl)cc1)c1ccccc1	-4
O=C(O)CC1CCC(=C(Cl)Cl)C1 (stereo unspecified)	-7
O=C(CC1OC(=O)c2ccccc21)c1ccc(I)cc1 (stereo unspecified)	-1
CCCOc1ccc(-c2nc3ccccc3c(C(=O)O)c2C)cc1	-5
COc1cccc(NC(=O)Cn2c3ccccc3c(=O)c3cc(Cl)ccc32)c1	-6
CCOc1ccc2nc(SCC(=O)Nc3cc(C(=O)O)cc(C(=O)O)c3)sc2c1	-6
COc1ccc(CCC(=O)NCCc2cn3c(C)csc3n2)cc1	-8
CCC12c3ccccc3C(c3ccccc31)C1C(=O)N(c3ccc(Cl)c(C(=O)O)c3)C(=O)C12 (stereo unspecified)	-1
Cc1nc2c(-c3ccccc3)c(C)nn2c(C)c1CC(=O)O	6
O=C(Nc1cccc2ccccc12)C1CC2c3ccccc3C1c1ccccc12 (stereo unspecified)	-7
O=C1c2ccccc2C(=O)N1CCSc1nncs1	0
COC(=O)c1oc2ccc(Br)cc2c1NC(=O)CN1CCN(C)CC1	-3
O=C(Nc1ccc(Cl)c(C(F)(F)F)c1)C(Cc1ccccc1)N1C(=O)c2ccccc2C1=O (stereo unspecified)	-3
CCN1CCN(c2ncnc3c2oc2nc(C)c4c(c23)CC(C)(C)OC4)CC1	-6
COc1cc(C2C(C(N)=O)=C(C)Nc3nc(-c4ccccc4)nn32)cc(OC)c1OC (stereo unspecified)	2
COc1ccc2c(c1)[nH]c1c(=O)n(CCc3cnc[nH]3)cnc12	-10
COc1ccc(CCNC(=O)C2CCN(S(C)(=O)=O)CC2)cc1OC	2
COc1ccc(-n2cc(-c3ccc(C)cc3)nc2SCC(=O)Nc2ccccc2Cl)cc1	-3
COC(=O)C(CC(C)C)NC(=O)CN1C(=O)c2ccccc2C1=O (stereo unspecified)	-3
COc1cccc(NC2=C(Cl)C(=O)N(c3ccc(C)c(Cl)c3)C2=O)c1	-25
CCOC(=O)C1CCC(CN(Cc2ccccc2)S(=O)(=O)c2ccc([N+](=O)[O-])cc2)CC1 (stereo unspecified)	-3
COc1ccc(NC(=O)C2CC(=O)N(c3cccc(C)c3C)C2)cc1 (stereo unspecified)	8
COc1cccc(NS(=O)(=O)c2ccc3oc4ccc(S(=O)(=O)Nc5cccc(OC)c5)cc4c3c2)c1	-21
COc1ccc(OCC(O)Cn2c(Br)nc3c2c(=O)[nH]c(=O)n3C)cc1 (stereo unspecified)	-10
COc1cc2c(=O)n(Cc3ccccc3)c(=O)n(CC(=O)c3ccc(Br)cc3)c2cc1OC	-4
C=CCOC(=O)C1=C(C)Nc2ncnn2C1c1cccs1 (stereo unspecified)	-4
COC(=O)c1sc(NC(=O)c2ccoc2C)nc1C	6
Cc1sc(NC(=O)c2ccco2)c(C(c2ccncc2)N2CCOCC2)c1C (stereo unspecified)	-3
CN(C)c1ccc(P(=O)(OCc2ccccc2)C(O)c2cccnc2)cc1 (stereo unspecified)	-7
C=CCn1c(N)c(C(=O)NCC2CCCO2)c2nc3ccccc3nc21 (stereo unspecified)	-4
CCC1CCCCN1CCCn1c(=S)[nH]c2ncccc2c1=O (stereo unspecified)	-38
COc1cccc(NC(=O)C(=O)NCCO)c1	1
Further results.
SMILES	14-3-3g Raf
CC1(C)CC(=O)C2=C(C1)Nc1ccc3ccccc3c1C2c1ccccc1F (stereo unspecified)	-2
Cc1ccc(C)n1NC(=O)c1ccccc1Cl	-39
Cc1ccc(OCC(=O)Nc2c(C)ccc3nsnc23)c(C)c1	-17
COc1ccc(-n2c(Cc3cc(=O)[nH]c(=O)[nH]3)nnc2SCc2ccccc2)cc1	-1
OC(CNC12CC3CC(CC(C3)C1)C2)Cn1c2ccccc2c2ccccc21 (stereo unspecified)	-1
Cc1ccc2nsnc2c1NC(=O)c1ccccc1[N+](=O)[O-]	-12
O=[N+]([O-])c1ccc(NCCCN2CCOCC2)c(C(F)(F)F)c1	-7
Cc1nnc(NC(=O)Nc2cccc(Cl)c2)s1	-4
Cc1nn(C(=O)c2cccnc2)c(C)c1C	-8&-6
COC(=O)c1cn(C(=O)OC)c2ccccc12	-9
CCC(=O)N1c2ccc(S(=O)(=O)NCC(=O)O)cc2CC1C (stereo unspecified)	2
CCN(CC)CC(=O)N(C)c1c(N)n(C)c(=O)[nH]c1=O	-2
CCCCn1c(=O)c(C(=O)OCC)c(O)c2ccccc21	0
CN(C)CCCNC(=O)N1c2ccccc2Sc2ccccc21	-13
O=c1c(-c2nc3ccccc3s2)coc2cc(OCc3ccc([N+](=O)[O-])cc3)ccc12	-4
Cc1nccn1S(=O)(=O)c1c(C(C)C)cc(C(C)C)cc1C(C)C	0
O=C(NCCO)C(=O)NCc1ccccc1Cl	4
O=C(O)c1cc(N2C(=O)c3ccccc3C2=O)cc(N2C(=O)c3ccccc3C2=O)c1	1
O=C(NCc1ccccc1Cl)C1CCCN(S(=O)(=O)c2cnc[nH]2)C1 (stereo unspecified)	4
COc1ccc(C2C(C(=O)OC3CCCCCC3)=C(C)NC3=C2C(=O)CC(C)(C)C3)cc1OC (stereo unspecified)	-1

The closing seven compounds of the section before come first, to join the parts.
SMILES	14-3-3g Raf
CN(C)CCCNC(=O)N1c2ccccc2Sc2ccccc21	-13
O=c1c(-c2nc3ccccc3s2)coc2cc(OCc3ccc([N+](=O)[O-])cc3)ccc12	-4
Cc1nccn1S(=O)(=O)c1c(C(C)C)cc(C(C)C)cc1C(C)C	0
O=C(NCCO)C(=O)NCc1ccccc1Cl	4
O=C(O)c1cc(N2C(=O)c3ccccc3C2=O)cc(N2C(=O)c3ccccc3C2=O)c1	1
O=C(NCc1ccccc1Cl)C1CCCN(S(=O)(=O)c2cnc[nH]2)C1 (stereo unspecified)	4
COc1ccc(C2C(C(=O)OC3CCCCCC3)=C(C)NC3=C2C(=O)CC(C)(C)C3)cc1OC (stereo unspecified)	-1
O=C(O)c1ccc(NS(=O)(=O)c2cc(C(=O)O)ccc2Br)cc1	-4
CCOC(=O)CSc1n[nH]c(-c2ccco2)n1	-2
Cc1onc(-c2c(F)cccc2Cl)c1C(=O)Nc1nnc(C2CC2)s1	-8
O=C(NCC1CCCO1)C(=O)Nc1cccc(Cl)c1 (stereo unspecified)	2
Cc1cccc(NC(=O)c2ccc(C)c(S(=O)(=O)N3CCCC3)c2)c1	-15
CCN(CC)S(=O)(=O)c1ccccc1/C=N\O	-2
CCCCOc1ccc(CN2CCC(O)CC2)cc1	0
O=C(CN1C(=O)COc2ccccc21)N1CCN(c2ccccc2F)CC1	-8&-5
Cc1ccc([N+](=O)[O-])cc1S(=O)(=O)Nc1ccc2oc(=O)sc2c1	-5
Oc1ccc(Br)cc1CN1CCN(Cc2ccco2)CC1	-1
N#Cc1ccc(-c2ccccc2)nc1SC1CC(=O)N(c2ccccc2)C1=O (stereo unspecified)	-21

Screening results as filed in PubChem.
